# Source: PubChem BioAssay (several laboratories)
# OPRM1-OPRD1 ag – OPRM1-OPRD1 heterodimerization agonism | P35372+P41143 | cells, luminescence | activation, % at 9.3 µM | hit rate 0.3% among 340,000 | AID 504326; in the data active means activation above about 18%;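 further: 0% = vehicle-treated cells and 100% = reference agonist; values of inactives mirror those of a sister screen read the other way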
# Arr AP2 block – blocks beta-arrestin peptide binding to AP2 adaptin; hit rate 0.31% among 340,000; AID 504490; FITC-arrestin peptide / GST-AP2 beads, flow cytometry; AP2 beta2 appendage carries R879A mutation; inhibition, % at 10 µM;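 active means inhibition above a set limit, near 3 SD of compounds lacking own fluorescence, cut at about 54% in these data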;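 further: plate controls were DMSO wells for no effect and 5 µM unlabelled arrestin peptide for full effect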
#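 System: GST-AP2 R879A glutathione beads | Also added: FITC-arrestin peptide, 50 nM | Times: 12 min plus 1 h, RT | Signal: Bead flow cytometry, FITC channel | Buffer or medium: PBS with 0.05% Tween 20 and 0.1% BSA | Read-out basis: Percent drop in bead-associated FITC signal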
# PKA-R1A act – activates the PKA-R1A holoenzyme complex; P00514+P68181; PKA-R1A dissociation, Cy5-IP20 fluorescence polarization; scaled: DMSO 0%, 113 µM cGMP 100%; activation, % at 11.4 µM; hit rate 0.083% among 340,000; AID 504707;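 active means percent activation above the mean of all tested compounds plus 3 SD, cut at about 19% in these data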;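 further: higher means more PKAc released from R1A so a rise in polarization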
# OPRM1-OPRD1 inv – inverse agonists of human mu-delta opioid receptor heterodimerization. P35372+P41143. cell-based MOR-DOR heterodimer luminescence, inverse agonism. inhibition, % at 9.3 µM. hit rate 0.21% among 340,000; in the data active means inhibition above about 22%, passing the limit was not always enough;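 further: 0% = cells with DMSO and 100% = wells without cells with DMSO; values of inactives mirror those of a sister screen read the other way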
# PKA-R2B act – PKA-R2B complex activation; P22694+P31323; PKA-R2B holoenzyme dissociation, Cy5-IP20 fluorescence polarization; R2B truncated from residue 108, S112A mutant; 0% DMSO only, 100% 113 µM cGMP; activation, % at 11.4 µM; hit rate 0.079% among 340,000; AID 504700;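 active means activation above a cutoff set at the mean over all compounds plus 3 SD, cut at about 18% in these data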;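 further: higher means more holoenzyme dissociation and a rise in polarization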
# Target sequence (P31323 whole entry, looked up, other chains not shown, the tested form may be a part): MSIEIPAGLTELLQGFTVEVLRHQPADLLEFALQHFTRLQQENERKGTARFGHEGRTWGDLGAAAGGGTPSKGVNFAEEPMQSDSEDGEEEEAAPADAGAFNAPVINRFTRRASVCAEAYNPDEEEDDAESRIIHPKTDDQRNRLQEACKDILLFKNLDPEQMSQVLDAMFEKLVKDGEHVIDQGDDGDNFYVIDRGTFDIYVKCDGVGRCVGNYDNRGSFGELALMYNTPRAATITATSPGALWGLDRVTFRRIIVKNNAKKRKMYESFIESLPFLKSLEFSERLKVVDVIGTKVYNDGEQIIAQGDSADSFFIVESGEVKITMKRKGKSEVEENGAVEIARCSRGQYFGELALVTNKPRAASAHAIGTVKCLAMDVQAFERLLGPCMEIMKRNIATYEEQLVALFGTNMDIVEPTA
# DAGLB inhibitor – diacylglycerol lipase beta (human) inhibition | Q8NCG7 | HEK293T DAGLB membrane lysate, EnzChek fluorogenic substrate | inhibition, % at 5.17 µM | hit rate 0.059% among 340,000 | AID 504411; in the data active means inhibition above about 34%;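 further: 0% = enzyme with vehicle and 100% = wells lacking enzyme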
# HTR5A inv ctr – counter-screen for OPRM1-OPRD1 inverse agonists: human HTR5A inverse agonism. HTR5A cell line, luminescence. P47898. inhibition, % at 9.3 µM. hit rate 0.083% among 340,000; in the data active means inhibition mostly above about 23%, no sharp cut-off; inactive means mostly below about 18%;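 further: 0% = cells with DMSO and 100% = no-cell wells with DMSO; some compounds called inactive have numbers as strong as hits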
# Target sequence (P47898 whole entry, looked up): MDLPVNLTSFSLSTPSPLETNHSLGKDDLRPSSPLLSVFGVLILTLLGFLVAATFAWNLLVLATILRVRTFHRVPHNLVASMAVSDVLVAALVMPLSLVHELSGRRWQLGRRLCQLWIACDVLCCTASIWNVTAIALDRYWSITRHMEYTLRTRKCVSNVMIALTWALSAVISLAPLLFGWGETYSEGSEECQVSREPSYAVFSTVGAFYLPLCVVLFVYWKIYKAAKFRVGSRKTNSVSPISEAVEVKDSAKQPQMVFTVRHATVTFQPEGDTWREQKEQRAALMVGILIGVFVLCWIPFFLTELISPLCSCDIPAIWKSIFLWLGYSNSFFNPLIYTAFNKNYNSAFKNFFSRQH
# HTR5A ag ctr – HTR5A agonism, opioid heterodimer counter-screen | activation, % at 9.3 µM | hit rate 0.61% among 340,000 | HTR5A agonist assay, luminescence, cell-based; in the data active means activation mostly above about 9.5%, no sharp cut-off; inactive means mostly below about 7.6%;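 further: 0% = cells with vehicle only and 100% = reference agonist; strong numbers were not always called active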
# Pemphigus Ab inh – inhibitors of pemphigus antibody binding to human desmoglein-3; DSG3-coupled beads, scFv-anti-DSG3-GFP binding, flow cytometry; hits give low values; binding (percent of control), % at 10 µM; hit rate 0.48% among 310,000;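 active means binding more than 3 SD below its plate's average and above zero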;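 further: hits lower antibody fragment binding to DSG3; some compounds called inactive have numbers as strong as hits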
# V-ATPase pH – yeast V-ATPase proton transport regulation by pHLuorin; S. cerevisiae, pHLuorin cytosolic pH fluorescence; response, % at 10 µM; hit rate 0.37% among 350,000; AID 504577; in the data active means response mostly above about 7.3%, no sharp cut-off; inactive means mostly below about 5.4%; further: actives read high; inactives centre near 0; some compounds called inactive have numbers as strong as hits; reference of the scale not given here
# Starred values were filed as active, the others as inactive; · = no result given. Compounds as they come; about 2.4% have a hit in one of these screens.
SMILES,OPRM1-OPRD1 ag,Arr AP2 block,PKA-R1A act,OPRM1-OPRD1 inv,PKA-R2B act,DAGLB inhibitor,HTR5A inv ctr,HTR5A ag ctr,Pemphigus Ab inh,V-ATPase pH
O=C1c2cccc3cccc(c23)C(=O)N1c1ccccc1Cl,-1.2,19.5,-6.7,5.6,-2.2,-6.2,4.8,-1.3,86.6,-2.7
O=C(c1cc(=O)[nH]c2ccccc12)N1CCN(c2ccc([N+](=O)[O-])cc2)CC1,-2.2,-4.8,4.3,11.4,8.9,1.4,8.0,-0.9,99.3,1.4
CCCCCN(C(=O)CCC(=O)OCc1ccccc1Cl)c1c(N)n(CCCC)c(=O)[nH]c1=O,-1.5,8.1,1.7,8.5,-11.9,0.0,20.4,-5.6,·,2.4
COc1cc(C(=O)NC2CCN(C)CC2)ccc1Nc1ncc2c(n1)N(C1CCCC1)CCC(=O)N2C(C)C,-2.3,2.5,-0.1,12.4,-1.2,0.6,21.3,-8.4,104.0,1.4
Cc1cccc(NC(=O)CN2CCN(C(=O)CN3C(=O)NC4(CCCCC4C)C3=O)CC2)c1C (stereo unspecified),-2.9,-13.2,0.9,11.6,-3.0,-0.5,5.7,-1.7,105.6,-5.9
CCn1nc(C)c(CNC(=O)C2CCC(=O)N(CCc3ccc(OC)cc3)C2)c1C (stereo unspecified),-2.6,31.0,10.2,13.1,-7.1,1.4,4.5,0.9,·,-7.5
Cc1ccc(C(=O)Nn2cnnc2)cc1,0.0,-14.5,-4.9,-0.1,-11.4,-3.2,-1.9,0.5,92.8,0.4
CC1=C(C(=O)OCC(C)C)C(c2cccs2)NC(=S)N1 (stereo unspecified),-0.5,-6.8,-11.7,2.7,-8.9,0.6,12.2,9.4,105.1,-7.1
CCS(=O)(=O)N1Cc2ccccc2CC1C(=O)Nc1ccc(C)cc1 (stereo unspecified),-0.4,5.4,-0.8,1.8,-6.0,0.3,6.2,-2.1,94.3,-1.2
CN1CCN(c2ccc(NC(=O)c3ccc([N+](=O)[O-])o3)cc2Cl)CC1,1.9,-6.0,3.8,-10.2,8.1,1.4,4.8,-1.7,110.9,1.6
CCOc1ccccc1N1C(=O)CC(Sc2n[nH]c(-c3ccccc3)n2)C1=O (stereo unspecified),2.0,7.4,-3.8,-12.9,1.2,-1.2,-10.2,4.1,86.2,5.8
Cc1ccc(C(=O)O/N=C(\N)c2ccccn2)c(C)c1,1.1,-0.4,-9.1,-6.2,-8.0,-5.0,-16.5,4.5,·,-0.4
CC(C)C(NS(=O)(=O)c1cccs1)C(=O)NCCN1CCN(c2ccccc2)CC1 (stereo unspecified),3.6,50.9,0.1,-16.4,-5.9,2.9,12.2,1.3,100.7,2.5
C/C(=N\NC(=O)c1ccccc1O)c1ccc(NC(=O)c2ccccc2)cc1,-2.3,-5.0,-4.6,11.8,-5.6,-1.7,2.5,6.1,·,-3.4
COc1cccc(CCNC(=O)CCCC(=O)c2ccccc2)c1,-0.7,14.7,-3.5,4.1,0.7,1.7,-3.1,0.8,100.0,2.3
O=C(/C=C\c1ccc2c(c1)OCO2)NC1(C(=O)Nc2ccc3c(c2)OCO3)CCCCC1,-1.9,-1.5,14.8,10.1,-0.1,-0.1,-5.2,-0.1,108.9,2.9
c1ccc(-n2c(-c3ccco3)nnc2-c2ccco2)cc1,-2.1,-0.8,-7.3,9.6,-9.8,1.6,5.5,3.5,107.7,-2.1
Cc1nc2c(sc3nc4c(cc32)COC(C)(C)C4)c(=O)n1Cc1ccccc1,-3.5,20.8,-8.7,14.5,-1.9,-4.0,5.1,-1.5,·,-2.1
Nc1ccc(Nc2nc3ccccc3[nH]2)cc1,3.4,23.5,-5.0,-16.9,1.9,4.2,1.6,-0.4,125.7,-0.5
Nc1ccc(S(=O)(=O)c2ccc(NC(=O)c3cccnc3)cc2)cc1,-2.3,18.0,8.3,12.1,4.1,0.4,9.6,-2.4,113.7,-1.4
O=C(Nc1ccc(N2CCCC2)c(Cl)c1)c1ccccc1F,·,·,9.3,·,-5.0,-5.9,·,·,94.4,-1.4
Cc1cc(/C=N/NC(=O)c2cccc(F)c2)c(C)n1-c1ccccc1,-0.9,-4.5,-3.8,4.4,12.2,1.7,4.6,-5.9,89.2,3.2
O=C(NN1C(=O)/C(=C/c2ccc(O)cc2)SC1=S)c1ccccc1O,-5.3,9.8,-2.4,27.0,5.0,3.7,1.1,-0.3,95.3,-2.5
CCOC(=O)c1cc2ccccc2n1CC(=O)c1ccccc1,-1.6,-0.8,11.4,9.0,-9.7,-11.3,0.7,-0.2,97.2,0.3
Cc1cc(NC(=O)C(C)SCC(=O)N(Cc2ccccc2)c2ccccc2)no1 (stereo unspecified),-2.1,6.7,5.6,11.2,-7.4,-1.4,11.7,-4.8,103.2,5.8

# One compound at a time (already shown). Order of screens: OPRM1-OPRD1 ag, Arr AP2 block, PKA-R1A act, OPRM1-OPRD1 inv, PKA-R2B act, DAGLB inhibitor, HTR5A inv ctr, HTR5A ag ctr, Pemphigus Ab inh, V-ATPase pH
# CCn1nc(C)c(CNC(=O)C2CCC(=O)N(CCc3ccc(OC)cc3)C2)c1C (stereo unspecified) as listed: -2.6, 31.0, 10.2, 13.1, -7.1, 1.4, 4.5, 0.9, ·, -7.5
# CCOC(=O)c1cc2ccccc2n1CC(=O)c1ccccc1 as listed: -1.6, -0.8, 11.4, 9.0, -9.7, -11.3, 0.7, -0.2, 97.2, 0.3

# Three entries out of the list above, sorted by the value under PKA-R1A act, low to high:
smiles | PKA-R1A act
CC1=C(C(=O)OCC(C)C)C(c2cccs2)NC(=S)N1 (stereo unspecified) | -11.7
Cc1cc(/C=N/NC(=O)c2cccc(F)c2)c(C)n1-c1ccccc1 | -3.8
Cc1cc(NC(=O)C(C)SCC(=O)N(Cc2ccccc2)c2ccccc2)no1 (stereo unspecified) | 5.6

# (cont.)
SMILES,OPRM1-OPRD1 ag,Arr AP2 block,PKA-R1A act,OPRM1-OPRD1 inv,PKA-R2B act,DAGLB inhibitor,HTR5A inv ctr,HTR5A ag ctr,Pemphigus Ab inh,V-ATPase pH
Cc1sc2nc(COC(=O)c3ccc(N4CCCC(C)C4)c([N+](=O)[O-])c3)[nH]c(=O)c2c1C (stereo unspecified),-2.2,-8.3,-1.9,11.6,-13.2,1.8,-19.4,-1.3,103.9,-1.1
COc1ccc(C(=O)c2c3ccc(OC)cc3[n+]([O-])n2CCCC(N)=O)cc1,-0.2,4.3,-9.4,1.2,8.9,4.4,6.2,-2.5,104.2,-2.1
Cc1cccc(OCC(=O)N2CCN(C(=O)COc3ccc(Cl)cc3)CC2)c1,-0.4,3.5,-10.1,2.4,-6.0,-0.7,-12.7,4.5,·,-1.4
Cc1cc(S(=O)(=O)N2CCCCC2CCNC(=O)C(=O)NCc2cccnc2)ccc1F (stereo unspecified),-1.7,4.1,-1.2,9.5,-7.2,-1.3,-1.5,0.6,107.3,-3.8
CC(=O)C1C(c2ccc([N+](=O)[O-])cc2)c2c(noc2C)CC1(C)O (stereo unspecified),-1.0,-17.2,1.4,5.2,4.3,0.6,1.2,0.4,116.6,3.5
COC(=O)c1ccc(Nc2nc(C)cc(=O)[nH]2)cc1,-1.3,17.9,9.0,7.3,-5.8,-1.1,-9.6,1.5,97.8,-3.5
Cc1ccc2c(c1)c(C)c(C)n2CC(O)CN1CCCCC1C (stereo unspecified),1.2,5.4,2.8,-6.2,-7.3,1.4,-19.5,6.5,104.0,-2.8
NC(=O)CC(NC(=O)Cc1ccc(Br)cc1)c1ccc(NC2CCCC2)c([N+](=O)[O-])c1 (stereo unspecified),-3.2,26.2,-4.3,17.9,3.5,1.4,-12.7,-1.4,1.8*,10.2
Cn1cc(S(=O)(=O)N2CCC3(CC2)OCCO3)c(=O)n(C)c1=O,-1.0,-3.6,-4.9,5.8,-12.2,2.7,4.5,0.5,99.6,2.7
N#Cc1ccccc1S(=O)(=O)N1CCN(C(=O)CN2CCCSc3ccccc32)CC1,-2.7,-10.1,4.6,11.0,-0.4,1.7,24.3,-9.9,123.3,1.3
O=C(NCCc1ccc(Cl)cc1)C1CCC(=O)N1Cc1ccc(F)cc1 (stereo unspecified),-1.9,-2.5,-7.3,11.4,-13.7,0.3,-48.6,16.6*,102.9,1.8
O=C(CCl)Nc1cc2[nH]c(=O)[nH]c2cc1Br,-1.2,-4.5,-1.1,6.0,-10.1,-1.5,-5.2,5.9,113.6,-0.2
Cc1nc(-c2ccc(S(=O)(=O)Oc3ccccc3Cl)s2)cs1,2.4,4.6,-0.6,-12.0,-2.8,-10.6,-2.6,1.0,·,4.1
Cc1cc(C)n(CC(O)COc2c(C)cccc2C)n1 (stereo unspecified),-0.3,-5.7,-0.7,2.1,4.9,-0.5,-3.4,1.2,144.4,0.4
Cn1c(=O)c(-c2ccccc2)cc2ccccc21,0.5,-1.8,-8.9,-2.5,2.1,0.3,-24.4,6.2,84.6,7.7
COc1ccc(NC(=O)c2ccc(-c3nn(C)c(=O)c4ccccc34)cc2)cc1C(N)=O,-2.5,-4.1,6.7,13.4,1.2,-1.0,-10.8,4.0,88.1,-1.3
Cc1cc(C)c2c(c1C)C(=O)CCC2,-3.7,1.4,-5.5,17.8,-8.2,-2.4,0.8,-0.2,·,0.1
O=C(COC(=O)COc1ccccc1[N+](=O)[O-])Nc1ccccc1Br,2.2,3.1,1.9,-14.6,4.2,-1.6,-0.7,-5.0,96.9,1.3
COc1ccc(N/N=C/c2c(C(=O)O)ccc3ccccc23)cc1,7.0,-5.3,-5.6,-35.1,-4.2,3.9,-7.5,1.2,98.6,1.6
CN(C)c1ccc(S(=O)(=O)N2CCCCC2)cc1NC(=O)C1CSC2(C)CCC(=O)N12 (stereo unspecified),-2.6,11.6,-7.2,10.0,2.0,-0.8,20.3,-1.2,·,0.0
O=C(OCn1nnc2ccccc2c1=O)c1ccc(S(=O)(=O)N2CCOCC2)cc1,-0.2,4.7,-8.2,0.9,1.0,2.3,-10.9,-5.9,·,9.4
CC(Sc1nc2c(c(=O)[nH]1)CCCC2)C(=O)Nc1ccccc1C#N (stereo unspecified),-0.4,-2.1,-1.5,2.4,-2.3,-1.1,-7.4,3.8,100.0,-1.0
Cc1c(-c2ccccc2)n(O)[n+]([O-])c1-c1ccccc1,·,·,4.4,·,-2.5,3.8,·,·,100.0,-1.2
CCN(CC)S(=O)(=O)c1ccc(C)c(NC(=O)Cc2ccc(S(=O)(=O)N3CCOCC3)s2)c1,0.6,19.4,-13.3,-3.2,-0.5,6.5,8.5,7.7,107.1,-0.5
S=C(NCC1CCCO1)Nc1ccc(Cl)cc1Cl (stereo unspecified),-2.0,1.5,-1.0,10.8,1.1,0.7,-17.7,-4.7,116.1,1.4
COc1ccc(NC(=S)N/N=C/c2cccn2Cc2ccc(F)cc2Cl)cc1,3.2,-5.7,-5.7,-15.0,1.2,-1.1,3.4,-1.3,104.7,1.3
CCCC(=O)Nc1nnc(CC(=O)OCC)s1,-1.7,6.5,-3.6,7.0,-5.2,-1.4,-4.6,1.9,·,0.6
Cc1ccc(-c2ccc(C(=O)Nc3ccccc3)o2)c2ccccc12,1.1,-5.3,-0.3,-4.9,4.2,-12.2,3.7,2.2,100.2,0.8
